Bioassay records (PubChem BioAssay)
Kir21 inh – Kir2.1 (mouse) channel inhibition; B-score at 10 µM; 310,000 tested, 0.85% active; HEK293-Kir2.1, FluxOR thallium flux fluorescence; hits give low values; P35561;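 active = fluorescence ratio B-score at or below minus 3 SD of library scores, with starting-brightness B-score within 2 SD, cut at about -4.2 in these data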;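 note: channel flux triggered by added potassium and thallium sulfate stimulus; B-score of peak minus minimum fluorescence over baseline after thallium stimulus; more negative B-score means stronger Kir2.1 block with less thallium influx; some compounds called inactive have numbers as strong as hits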
Target sequence (P35561 whole entry, looked up): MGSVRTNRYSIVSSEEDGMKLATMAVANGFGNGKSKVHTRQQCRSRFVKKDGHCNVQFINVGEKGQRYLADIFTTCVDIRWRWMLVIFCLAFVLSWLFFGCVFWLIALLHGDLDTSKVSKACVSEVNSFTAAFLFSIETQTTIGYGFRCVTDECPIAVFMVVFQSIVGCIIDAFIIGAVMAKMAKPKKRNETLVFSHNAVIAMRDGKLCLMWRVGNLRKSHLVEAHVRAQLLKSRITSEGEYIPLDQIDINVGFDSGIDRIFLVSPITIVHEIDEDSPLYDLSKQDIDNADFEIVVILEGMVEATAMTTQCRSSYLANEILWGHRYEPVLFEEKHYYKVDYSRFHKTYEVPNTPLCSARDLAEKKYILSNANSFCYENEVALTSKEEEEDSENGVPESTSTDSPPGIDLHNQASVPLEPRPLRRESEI
KCNQ2 block – KCNQ2 channel blockers in CHO-K1 cells – cell-based, FluxOR thallium flux, B-score, primary screen (AID 2156). 310,000 tested, 1.1% active. B-score at 10 µM. 20 min; hits give low values;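 active = fluorescence ratio B-score at most minus 3 library SDs, with starting brightness B-score within 2 library SDs, cut at about -5.5 in these data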
Numbers without * were called inactive; i = inactive.

SMILES	Kir21 inh	KCNQ2 block
COc1ccc2c(c1OC)C[N+]1([O-])CCc3cc4c(cc3C1C2)OCO4 (stereo not given)	1.2	i
CCOC(=O)Nc1nc(-c2ccc(F)cc2F)cs1	0.96	i
CCOC(=O)C1(Cc2cccc(OC)c2)CCCN(Cc2cc(C(C)C)n[nH]2)C1 (stereo not given)	-0.61	i
COc1ccc(NCc2nn(CC(=O)c3ccc(Br)cc3)c3[n+]2CCCCC3)cc1	-2.6	i
Cc1n[nH]c(C)c1C(=O)CC1(O)C(=O)N(CCc2ccccc2)c2ccc(Br)cc21 (stereo not given)	-0.07	i
NC(=O)C1CCN(C(=O)C(=O)c2cn(CC(=O)N3CCCCCC3)c3ccccc23)CC1	0.38	i
COC(=O)c1ccc(NC(=O)c2snnc2-c2ccccc2)cc1	0.99	i
CCOc1ccc(Nc2cc(C)nc(-n3nc(C)cc3C)n2)cc1	0.79	i
CC1(c2nnc(-c3ccncc3)o2)CC(c2ccccc2)=NO1 (stereo not given)	-0.04	i
COc1cc(OC)cc(C(=O)OCCCOC(=O)c2cc(OC)cc(OC)c2)c1	0.39	i
CCOC(=O)c1[nH]c2c(c1C)C(=O)CC(c1ccc(F)cc1)C2 (stereo not given)	2.4	i
CCSc1nnc(N(CCC#N)CCC#N)s1	0.28	i
O=C(CSc1nnc(COc2cccc3ccccc23)o1)N1CCN(C(=O)c2ccco2)CC1	2	i
COc1ccc(CN(C)CC(=O)Nc2ccccc2C(F)(F)F)c(OC)c1	-1.2	i
CC(=O)N1CCN(C(=S)NC(=O)c2c(-c3ccccc3Cl)noc2C)CC1	1.1	i
CCc1nnc(NC(=O)c2cccc(S(=O)(=O)N(C)c3ccc(OC)cc3)c2)s1	0.44	i
CCCCn1c(N)c(N(CCC(C)C)C(=O)COC(=O)c2ccccc2)c(=O)[nH]c1=O	-0.2	i
Cc1ccccc1C(=O)N1CCC(C(=O)Nc2cc(C(F)(F)F)ccc2N2CCCC2)CC1	-0.03	i
Cc1cc(C)nc(-n2nc(C)c(Sc3ccc(F)cc3)c2N)n1	0.04	i
COc1ccc(OCC(=O)NC2CC(C)(C)NC(C)(C)C2)cc1	-0.16	i
Cc1ccc(OCCNC(=O)C2CC(=O)N(c3ccc(C)cc3)C2)cc1 (stereo not given)	-0.42	i
Cc1ccc(NC(=O)c2ccc(S(=O)(=O)NCc3ccco3)cc2)nc1	2.2	i
CC(C)CNC(=O)/C=C/C(=O)O	-1.5	i
Cc1ccc(-c2c[n+](CC(=O)OCc3ccccc3)c3n2CCC3)cc1	-1.1	i
O=C(Nc1cccc(C(=O)N2CCCCC2)c1)c1ccccc1Br	0.6	i
Cc1c(Cl)cccc1NC(=O)CSc1nc(=O)n(CCCN2CCOCC2)c2c1CCC2	1	i
CCNC(=S)Nc1ccc2c(c1)oc1ccccc12	0.65	i
OC1(C2(O)CC(c3ccccc3)ON2)CCCCC1 (stereo not given)	-0.27	i
CN(C)CCOC(c1ccccc1)c1ccccc1 (tested in a mixture with another compound)	0.1	i
CC(C)(C)c1ccc(-n2nc(C#N)c(Cl)cc2=O)cc1	-0.26	i
COc1cc(C(=O)NC2CC(C)(C)NC(C)(C)C2)cc(OC)c1OC	-0.65	i
COc1ccc(N2CCN(C(=O)c3ccc(Cn4nc(C)c([N+](=O)[O-])c4C)o3)CC2)cc1	0.63	i
O=C(/C=C/NNC(=O)c1ccccc1)c1ccc([N+](=O)[O-])cc1	-0.07	i
COc1ccc(OC)c(C(=O)c2coc3ccc(OC)cc23)c1	-0.03	i
O=C1c2ccccc2NC(c2cccc(O)c2)N1Cc1ccco1 (stereo not given)	-1.6	i
COc1ccc(-c2csc(NC(=O)c3ccco3)n2)cc1	-1.4	i
O=C(Nc1ccc(Oc2ccc(Cl)cc2)cc1)c1ncn[nH]1	-1.9	i
N#Cc1nc(COc2ccc(-c3ccccc3)cc2)oc1NCCCN1CCOCC1	-0.92	i
Cc1ccc(Cl)cc1N1CCN(C(=O)Cn2ccc3ccccc3c2=O)CC1	2.9	i
O=C(Nc1ccc2c(c1)OCO2)c1cnn2cccnc12	-0.81	i
CCOC(=O)N1CCN(C(=O)C2CC(c3ccc(F)cc3)=NO2)CC1 (stereo not given)	0.67	i
Cc1ccc(S(=O)(=O)N2CCOC23CCN(C(=O)C(=O)NCCC(C)C)CC3)cc1	1.6	i
CCOc1ccccc1Nc1nc(-c2sc(NC(=O)c3ccccc3)nc2C)cs1	-0.67	i
COc1ccc(CCNC(=O)Cc2nn(C)c(=O)c3ccccc23)cc1OC	1.1	i
CCCCN1c2cc(C)c(O)cc2C(C(=O)OCC)C1C (stereo not given)	0.79	i
O=C(CSc1nc2ccccc2c(=O)n1CCCC(=O)N1CCCC1)NCc1ccco1	0.51	i
O=[N+]([O-])c1ccc(N2CCN(c3ccccc3)CC2)nc1	0.15	i
COc1ccc(Br)cc1CNc1ccc(S(N)(=O)=O)cc1	-1.7	i
COc1cc(C)nc(-c2csc(C)n2)n1	2	i
O=C(NCc1ccc(Cl)cc1)C1CCCN1C(=O)Nc1ccccc1 (stereo not given)	0.73	i

Following part
SMILES	Kir21 inh	KCNQ2 block
O=C(NC(=S)Nc1cccc2ncccc12)c1cccs1	0.45	i
O=C1/C(=C/c2cccc(Br)c2)SC(=S)N1CCC(=O)N(CCO)c1ccccc1	0.91	i
Cc1cc(C)cc(NC(=O)c2ccc(Cn3nc(C)c(Cl)c3C)o2)c1	0.55	i
Cc1noc(C)c1CSCC(=O)Nc1cc(Cl)ccc1N1CCCCC1	-0.96	i
CN(C)c1ccc(/C=N/OC(=O)Nc2ccccc2)cc1	-0.99	i
COc1ccccc1CC(=O)Nc1ccon1	-0.06	i
COc1ccc(CNC(=O)CC2C(=O)NCCN2C2Cc3ccccc3C2)cc1 (stereo not given)	1.4	i
O=C(Nc1nc(-c2cccs2)c(-c2cccs2)s1)C1(c2ccccc2)CC1	-0.11	i
CCOc1ncccc1C(=O)N1CCN(S(=O)(=O)c2ccc3ccccc3c2)CC1	-1.3	i
Cc1ccc(SCc2cc(=O)n3[nH]c(C)nc3n2)cc1	-0.22	i
Cn1cccc1C(C#N)c1ncc(C(F)(F)F)cc1Cl (stereo not given)	-1.2	i
CC(C)c1ccc(-c2nc3ccccc3s2)cc1	-0.14	i
COc1ccc(NC(=O)c2cn(-c3ccccc3)nc2SC)cc1	-0.71	i
O=C(COC(=O)/C=C/c1ccc(Cl)cc1Cl)Nc1cc(C(F)(F)F)ccc1N1CCOCC1	2.3	i
CC(=O)Nc1cccc(OC(=O)N2CCOCC2)c1	0.92	i
O=C1COc2ccc(C(=O)COC(=O)c3ccc(S(=O)(=O)C(F)F)cc3)cc2N1	-1.4	i
Cc1ccc2c(CC(=O)NCC3COc4ccccc4O3)coc2c1 (stereo not given)	-2.5	i
CCNC(=S)NNC(=O)c1cccs1	0.01	i
Cc1ccccc1NC(=O)c1sc(Cl)nc1-c1ccccc1	-1.3	-8.7*
CCOc1ccc(NC(=O)c2cc3ccccc3cc2OC)cc1	1.9	i
O=C(NCCN1CCOCC1)c1cc(-c2ccc(Cl)s2)nc2ccccc12	-0.02	i
Cc1c(/C=N/O)c2ccccn2c1C=O	-0.55	i
CSC1=N/C(=C\C=C\c2cccs2)C(=O)S1	-0.62	i
Cc1cccc(N=Nc2c(C)c(C#N)c(O)[nH]c2=O)c1	1.1	i
O=C(CCn1nc(-c2ccccc2)c2ccccc2c1=O)NN1CCOCC1	-1.3	i
O=S(=O)(NC1CC1)c1ccc(S(=O)(=O)N(Cc2ccccn2)C2CCCC2)cc1	0.28	i
CCOCC(=O)Nc1ccc2c(c1)OCCO2	-2.3	i
CC(C)(C)CC(C)(C)N=C1NS(=O)(=O)c2cc([N+](=O)[O-])ccc21	-0.93	i
COC(=O)CCC(=O)Nc1cccc(C(=O)Nc2cccc(Cl)c2)c1	1.4	i
CCCS(=O)(=O)N1CCCC(C(=O)Oc2ccc(Cl)cc2)C1 (stereo not given)	1.9	i
COC(=O)C1CCN(C(=O)c2oc3c(Cl)cc(C)cc3c2C)CC1	2.6	i
COc1cc(NC(=O)c2onc(C)c2Cl)c(OC)cc1Cl	1.2	i
CCCCCn1nc(C(=O)N(CC(C)C)c2c(N)n(CCCC)c(=O)[nH]c2=O)c2ccccc2c1=O	0.43	i
O=C(O)c1cccnc1SCC(=O)C12CC3CC(CC(C3)C1)C2	0.68	i
O=C(Cn1nc(-c2ccccc2)c2ccccc2c1=O)NCCN1CCOCC1	-0.18	i
COc1cc(C2N(Cc3ccccc3)CCN2Cc2ccccc2)ccc1OC(C)=O	0.07	i
CCOc1ccccc1C1CC(=O)NC(SCC(=O)Nc2nccs2)=C1C#N (stereo not given)	-0.17	i
CCOC(=O)C1CCCN(S(=O)(=O)c2cccs2)C1 (stereo not given)	-0.46	i
O=C(COc1ccc(Cl)cc1Cl)NN=C1c2ccccc2-c2ccccc21	-1	i
COC(=O)N/N=C/c1ccc([N+](=O)[O-])s1	0.76	i
COc1ccc(/C=N/Nc2cc(N(C)C)nc(N(C)C)n2)cc1	0.26	i
CC(OC(=O)c1cccc(S(=O)(=O)Nc2cccc(C(F)(F)F)c2)c1)C(=O)Nc1ccc2c(c1)OCCO2 (stereo not given)	0.97	i
Cc1cc(C)c(C)c(S(=O)(=O)NCC(=O)N2CCCC2)c1C	-0.87	i
CCc1nnc(NC(=O)CSc2nnc(C(C)NC(=O)c3ccccc3F)n2C)s1 (stereo not given)	0.07	i
CS(=O)(=O)c1ccc(C(=O)N2CCN(Cc3ccccc3)CC2)cc1	-0.6	i
O=C(NCCC1=CCCCC1)C1CCN(S(=O)(=O)N2CCCC2)CC1	-1.2	i
O=C(NC1CC1)C1=C[C@@H](c2coc3ccccc3c2=O)C[C@@H](OCc2ccc(CO)cc2)O1	-1.4	i
O=C(CN1CCN(c2ccccc2)CC1)N1N=CCC1c1ccccc1 (stereo not given)	2.6	i
CCn1c(SCC(=O)N(C)C2CCS(=O)(=O)C2)nnc1-c1ccccc1 (stereo not given)	0.58	i
CCCc1c(C(=O)N/N=C/c2cccc3ccccc23)nnn1-c1nonc1N	-0.12	i

(continued)
SMILES	Kir21 inh	KCNQ2 block
CCOc1ccc2nc(N3CCCC(C(=O)NC4CCCC4)C3)sc2c1 (stereo not given)	-0.53	i
CCN(C1=NS(=O)(=O)c2ccccc21)N(CC)S(=O)(=O)c1ccc(C)cc1	-2	i
CC(C)n1nc(C(=O)Nc2nnc(SCc3c(Cl)cccc3Cl)s2)c2ccccc2c1=O	0.05	i
CCN(CC)C(=O)C1CCN(Cc2cn(C)nc2-c2ccc(Oc3ccccc3)cc2)CC1	-0.97	i
Cc1cc(=O)n2nc(N3CCCC(C(=O)NC4CCC(C)CC4)C3)sc2n1 (stereo not given)	0.1	i
O=C(CSc1nnc2ccc(-c3ccncc3)nn12)c1cccs1	-0.91	i
CC(C)CNS(=O)(=O)c1ccc(OCC(=O)Nc2ccc3c(c2)OCCO3)cc1	0.06	i
COc1ccccc1C1C(C(=O)c2cc3ccccc3o2)=C(O)C(=O)N1CCN(C)C (stereo not given)	-0.2	i
O=C(CS(=O)(=O)Cc1ccccc1)Nc1ccccc1Cl	-0.16	i
Cc1onc(C(=O)/C=C/N(C)C)c1C(=O)Nc1nccs1	1.1	i
COc1ccc(S(=O)(=O)N2CCOCC2)cc1NC(=O)CSc1cccc[n+]1[O-]	-1.4	i
O=C(Nc1ccccc1)c1cnc[nH]1	0.1	i
O=C(NN1C(=O)c2ccccc2NC1c1ccccc1OCc1ccccc1)c1ccncc1 (stereo not given)	2.7	i
CN(C)N=C1c2cc(S(=O)(=O)N3CCOCC3)ccc2-c2ccc(S(=O)(=O)N3CCOCC3)cc21	-0.08	i
COc1cccc(C(=O)C2CCCN(Cc3cn(C)nc3-c3ccccc3)C2)c1 (stereo not given)	-0.78	i
Cc1nc(=O)c(-c2ccccc2)c(C)n1Cc1ccccc1	-2.5	i
COc1ccc(NC(=O)CSc2nnnn2C2CCCC2)c(OC)c1	0.25	i
COc1cc(/C=N/NC(=O)c2ccccn2)ccc1OC(=O)c1ccccc1Br	-0.13	i
COc1ccc(C(=O)Nc2ccc3c(c2)nc(CN2CCCC2)n3C)cc1	-1.1	i
O=C(CNC(=O)c1ccccc1F)NC1=NCCS1	0.17	i
CCOc1ccccc1NS(=O)(=O)c1cc2c3c(c1)C(C)C(=O)N3CCC2 (stereo not given)	-0.71	i
